Screening data (PubChem)
SMN2 splice enh: SMN2 splice variant enhancement; 210,000 tested, 2.8% active; HEK293 SMN2-luciferase splicing reporter, luminescence, 30-36 h; Potency, µM (doses to about 46.1 µM), without a hit: at the highest dose activity change, positive = activation, hits mostly activators; further: % of control where 0% means no effect; nearly all actives have a fitted effect of over 55% in size
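HEK293 cells carry an SMN2 […]–luciferase reporter in which exon 7 inclusion puts luciferase in frame. Cells were plated 10-12 h before compound addition, then incubated 30-36 h at 37C. ONE-Glo luminescence was read; sodium butyrate at 4.5 mM final served as control.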
Luc counter: counter-screen: inhibitors of Kinase-Glo firefly luciferase | Q27757 | Kinase-Glo luciferase, ATP luminescence, 8 min | Potency, µM (series often up to 38.3 µM), for inactives: top-dose activity change, negative = inhibition, most hits filed as inhibitors | 200,000 tested, 0.28% active; further: on the % scale 0 is the no-effect control and ±100 the full control effect; nearly all actives have a fitted effect of over 60% in size
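Compound is pinned into ATP-containing buffer (10 uM ATP, imidazole pH 7.2, 7 mM MgCl2). Kinase-Glo luciferase reagent is then added. Light output is recorded following an 8-min room-temperature incubation.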
IMPase Li inh: cell-permeable IMPase inhibitors with lithium potentiation. AID 1457. CHO-M1 cells, IP1 TR-FRET (IP-One), carbachol + lithium. 210,000 tested, 0.35% active. Potency, µM (series often up to 59.4 µM), without a hit: top-dose activity, negative = IMPase inhibition, usual class: inhibitors;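 further: IP1 builds up when IMPase is blocked and the TR-FRET signal falls; plate controls were basal vehicle for no effect and high inhibitor control for full effect; nearly all actives have a fitted effect of over 50% in size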
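CHO-M1, 2000 cells/well, 16–30 h culture; cpd + low Li+, 30 min 37C; lysis with d2-IP1/Eu-anti-IP1 Ab, 10 min RT; TR-FRET 665/620 ratio and 620 channel; AC50 via Hill.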
NPSR antagonist: antagonists of human neuropeptide S receptor cAMP signaling; Q6W5P4; CHO-NPSR cells, cAMP TR-FRET, antagonist mode; Potency, µM (top dose mostly 38.3 µM), inactives show at the highest dose activity change, negative = inhibition, hits mostly inhibitors; 220,000 tested, 1% active; AID 1461; further: on the % scale 0 is the no-effect control and ±100 the full control effect; nearly all actives have a fitted effect of over 50% in size; many of its hits are not listed in these tables
GoLoco inh red: RGS12 GoLoco-Gai1 interaction inhibition; 230,000 tested, 0.44% active; Potency, µM (highest dose often 61.6 µM), for inactives: at the highest dose activity, negative = inhibition, hits mostly inhibitors; Gai1:RGS12 GoLoco peptide FP, rhodamine, 10 min; AID 880; P63096; active means well fitted inhibition curve with a large enough effect, not every such curve was filed as active; inactive means no such curve, though single readings can be large or run the other way; further: on the % scale 0 is the no-effect control and ±100 the full control effect; nearly all actives have a fitted effect of over 30% in size; many of its hits are not listed in these tables
JMJD2E inh: blocks human JMJD2E demethylase activity; B2RXH2; JMJD2E catalytic domain, FDH-coupled NADH fluorescence (FDH is formaldehyde dehydrogenase); Potency, µM (doses to about 57.1 µM), for inactives: top-dose activity change, negative = inhibition, actives largely listed as inhibitors; 230,000 tested, 1.6% active; AID 2147; active means well fitted inhibition curve with a large enough effect, not every such curve was filed as active; inconclusive means small, poorly fitted or top-dose-only effect, or another doubt; inactive means no such curve, though single readings can be large or run the other way;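 further: 0% = wells with enzyme and -100% = buffer wells without enzyme; nearly all actives have a fitted effect of over 50% in size; many of its hits are not listed in these tables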
Target sequence (B2RXH2 1-337 limits assumed): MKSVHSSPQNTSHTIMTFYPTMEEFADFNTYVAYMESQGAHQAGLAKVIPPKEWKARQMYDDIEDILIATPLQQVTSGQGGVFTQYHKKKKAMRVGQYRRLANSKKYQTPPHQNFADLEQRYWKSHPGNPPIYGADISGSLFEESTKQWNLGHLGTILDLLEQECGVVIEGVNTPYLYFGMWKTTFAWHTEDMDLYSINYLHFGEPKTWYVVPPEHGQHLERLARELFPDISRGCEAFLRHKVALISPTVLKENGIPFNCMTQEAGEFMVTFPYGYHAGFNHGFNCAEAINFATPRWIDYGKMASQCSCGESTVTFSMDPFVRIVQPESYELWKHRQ
Epigenetic derep: epigenetic control regulation, reporter derepression; murine LDR cells, GFP reporter derepression, 30 h; Potency, µM (series often up to 53.9 µM), for inactives: at the highest dose GFP activation, most hits filed as activators; 280,000 tested, 0.2% active; AID 1865; further: % of control where 0% means no effect; nearly all actives have a fitted effect of over 60% in size
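Derepression of a silenced CMV-GFP reporter in murine LDR cells is scored by enumerating GFP-positive cells with a laser-scanning microplate cytometer after 30 hours of treatment at 37 C.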
RECQ1 helicase: RECQ1 (human) helicase inhibition; RECQ1 DNA unwinding, red fluorescence kinetic read; Potency, µM (highest dose often 57.3 µM), without a hit: top-dose activity, negative = inhibition, most hits filed as inhibitors; 240,000 tested, 0.54% active; AID 2549;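 further: plate controls were vehicle for no effect and no enzyme for full effect; nearly all actives have a fitted effect of over 30% in size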
Target sequence (P46063 whole entry, looked up): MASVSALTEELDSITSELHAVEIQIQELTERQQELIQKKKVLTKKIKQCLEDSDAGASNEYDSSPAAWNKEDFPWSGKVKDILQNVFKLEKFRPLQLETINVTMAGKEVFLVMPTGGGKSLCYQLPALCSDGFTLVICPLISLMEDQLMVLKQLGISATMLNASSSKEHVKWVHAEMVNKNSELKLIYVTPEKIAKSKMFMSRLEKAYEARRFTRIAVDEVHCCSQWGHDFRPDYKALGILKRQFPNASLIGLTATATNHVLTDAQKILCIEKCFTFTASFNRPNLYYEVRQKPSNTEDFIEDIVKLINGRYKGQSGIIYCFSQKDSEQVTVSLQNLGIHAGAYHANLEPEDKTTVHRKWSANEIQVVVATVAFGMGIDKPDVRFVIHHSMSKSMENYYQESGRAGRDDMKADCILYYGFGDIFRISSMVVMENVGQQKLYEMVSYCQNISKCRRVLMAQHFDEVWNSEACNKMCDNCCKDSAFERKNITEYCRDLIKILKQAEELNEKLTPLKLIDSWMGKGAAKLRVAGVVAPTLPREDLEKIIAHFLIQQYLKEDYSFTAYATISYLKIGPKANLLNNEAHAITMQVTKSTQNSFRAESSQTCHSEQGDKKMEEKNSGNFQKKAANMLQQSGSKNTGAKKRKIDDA
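RECQ1T1 50 nM; forked duplex (20 bp + 30-nt ss tails) 200 nM, ATP 2 mM final; pH 8.0, 2 mM MgCl2, 2.5 ug/ml poly(dI-dC); 15 min compound preincubation; discontinuous kinetic read over 2 h at RT.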
Starred values were filed as active, the others as inactive; i = inactive; ? = inconclusive; / = not tested or not shown; [ ] = another dose, or the depositor's remark. Unless noted, the call rests on the fitted dose curve; in most records, active means well fitted curve in the direction sought with a large enough effect; inconclusive means small, poorly fitted or top-dose-only effect, or another doubt; inactive means no such curve, though single readings can be large; an effect the other way counts as inactive or inconclusive. Potency means the concentration at half of the fitted maximal effect. Not all compounds are listed, so the mix of outcomes need not match the whole.

SMILES	SMN2 splice enh	Luc counter	IMPase Li inh	NPSR antagonist	GoLoco inh red	JMJD2E inh	Epigenetic derep	RECQ1 helicase
CCOP(=O)(OCC)C(Nc1ccccn1)c1ccc(F)cc1 (stereo not given)	2%	4%	-7%	28%	0%	-19%	1.0%	-1%
O=C(/C=C/c1cccs1)NC(=S)Nc1ccccc1	15%	1%	3%	-44%	12%	-17%	-1.6%	i
Cc1ccc(-c2noc(CN(C(=O)c3cccs3)C(C)C)n2)cc1	-15%	4%	19%[38.3 µM]	13%[46.1 µM]	-9%	1%	2.0%	-4%
Cc1ncc(COP(=O)(O)O)c(C)c1O	-1%[9.22 µM]	-3%[7.66 µM]	-3%	/	0%[14.2 µM]	/	/	/
COc1ccc(OC)c2sc(NC(=O)c3ccc(S(=O)(=O)N4CCOCC4)cc3)nc12	13%	2%	21%[38.3 µM]	1%[46.1 µM]	6%	4%	-0.8%	-7%
CCOc1ccc(N(C(=O)Nc2ccccc2)C2=NCCC2)cc1	-3%	4%	0%[38.3 µM]	-26%[46.1 µM]	6%	0%	-6.4%	-9%
c1ccc(-c2nc3ccccc3nc2N2CCOCC2)cc1	-3%	1%	-4%[38.3 µM]	-12%[46.1 µM]	6%	-20%	-1.2%	-10%
CN1C(=O)CC(C(=O)O)SC1=Nc1cccc(C(F)(F)F)c1 (stereo not given)	/	/	/	-7%[46.1 µM]	-4%	8%	-6.0%	-6%
Cn1nc(C(C)(C)C)c([N+](=O)[O-])c1C(=O)NC(C)(C)C	-4%	1%	-1%	11%	2%	2%	0.0%	-2%
COc1ccc2c(c1)CCCC21NC(=O)N(CC(N)=O)C1=O (stereo not given)	6%	0%	-5%[38.3 µM]	-1%[46.1 µM]	5%	3%	-3.1%	-3%
CN(C)S(=O)(=O)c1cccc(NC(=O)c2cc(-c3cccs3)nc3ccccc23)c1	-14%	-1%	-5%	2%	-1%	?	-1.0%	-17%
CCCCCn1c(CCNC(=O)CCC)nc2ccccc21	-24%	-1%	4%	3%	11%	8%	0.0%	1%
Cc1ccc(NC(=O)CN(c2cc(C)cc(C)c2)S(=O)(=O)c2c(C)noc2C)nc1	2%	6%	18%[38.3 µM]	?	8%	0%	1.1%	-5%
Cc1ccc(N2CC(C(=O)Nc3cccnc3)CC2=O)cc1 (stereo not given)	22%	-1%	35%[38.3 µM]	-6%[46.1 µM]	4%	7%	-1.0%	-1%
O=C(O)c1cccc(S(=O)(=O)Nc2ccc(O)cc2Sc2nc3ccccc3s2)c1	-21%	-1%	-3%	3%	-6%	-1%	-2.6%	22%
CCn1c(SCC(=O)N2CCCc3ccccc32)nnc1-c1cccs1	-9%	-1%	19%[38.3 µM]	7%[46.1 µM]	5%	-3%	0.9%	-2%
COc1ccccc1C(=O)Nc1cccc(Oc2c(F)c(F)c(F)c(F)c2F)c1	/	/	/	-35%	-7%	?	0.0%	i
O=C(Nc1ccccn1)c1ccco1	?	-7%	-5%[38.3 µM]	-2%[46.1 µM]	8%	-1%	0.9%	-17%
COc1ccc(-c2cc(C(=O)Nc3ccc(S(=O)(=O)Nc4ncccn4)cc3)c3ccccc3n2)cc1	/	/	/	50%	11%	?	2.4%	0%
COc1ccc(C(=O)N2CCC3(CC2)CCN(c2cccc(-c4ccccc4)c2)CC3)cc1	-50%[inhibitor]	3%	10%	/	15%	/	/	-10%
Cc1cc(NC(=O)c2cc3n(n2)C(C(F)(F)F)CC(c2ccco2)N3)n(-c2ccccc2)n1 (stereo not given)	-13%	3%	0%	-10%[46.1 µM]	21%	-1%	-0.9%	-3%
CCOc1cc(/C=N/NC(=S)Nc2ccccc2C(F)(F)F)ccc1OCC(=O)N1CCOCC1	-12%	1%	12%	-47%	-8%	0%	-3.2%	4%
COc1ccccc1NC(=O)/C(C#N)=C/c1c(C)nn(-c2ccc(F)cc2)c1Cl	-4%[1.84 µM]	0%	7%	-4%	-3%	13%	0.0%	-3%
CO[C@@H](NC(N)=O)C(=O)O	-6%[9.22 µM]	-4%[7.66 µM]	-10%	/	3%[14.2 µM]	/	/	/
Cc1onc(-c2c(Cl)cccc2Cl)c1C(=O)Nc1ccc(N2CCOCC2)cc1	/	/	/	-6%	2%	4%	0.0%	-7%
(continued)
SMILES	SMN2 splice enh	Luc counter	IMPase Li inh	NPSR antagonist	GoLoco inh red	JMJD2E inh	Epigenetic derep	RECQ1 helicase
CCC/C(O)=C1\C(=O)CC(c2ccccc2)CC1=NCCc1c(C)[nH]c2ccc(C)cc12 (stereo not given)	-6%	1%	13%	-39%	3%	-2%	-3.4%	-2%
Cc1ccc(C(=O)CCC(=O)Nc2cccnc2)cc1C	3%	3%	7%	-2%[46.1 µM]	0%	-6%	-5.7%	-5%
O=C(Nc1ccc2c(c1)ncn2C1CCCCC1)c1ccco1	23%	-4%	13%[38.3 µM]	0%[46.1 µM]	5%	2%	-0.7%	-2%
CN1CCN(C(=O)c2cc3nc(-c4ccco4)cc(C(F)(F)F)n3n2)CC1	/	-3%	6%	2%	5%	-1%	0.0%	-15%
O=C(N/N=C/c1ccc(OC(=O)c2cccs2)cc1)c1cccc(F)c1	?	4%	-12%	7%[46.1 µM]	7%	-10%	-0.9%	-7%
CN(C)S(=O)(=O)c1cccc(NC(=O)COC(=O)c2cc(=O)c3ccccc3o2)c1	/	/	/	-18%	-6%	2%	2.2%	-18%
Cc1ccc(S(=O)(=O)Oc2cc(N)c3c(n2)CCC3)cc1	-15%[9.22 µM]	-8%[7.66 µM]	4%	-18%	3%[14.2 µM]	-6%	1.2%	-6%
O=C1CN(S(=O)(=O)c2ccccc2)CCN1S(=O)(=O)c1ccccc1	5%	1%	5%	7%	9%	11%	1.1%	i
Cc1cccc(C(=O)Nc2ccc(N3CCN(S(C)(=O)=O)CC3)cc2)c1	?	-13%	-2%	1%	14%	?	1.1%	i
O=c1c2ccccc2n2c(-c3ccc(F)cc3)nnc2n1Cc1ccccc1	-3%	1%	-20%	-13%	8%	2%	3.2%	1%
CN(C)c1ccc(-n2cccc2/C=C2/SC(=Nc3ccc(F)cc3)NC2=O)cc1	/	/	/	-13%[46.1 µM]	/	-16%	1.0%	-1%
CC(=O)c1cc(-c2ccccc2)n(CC(=O)Nc2cccc(C)c2C)c1C	-14%	2%	6%	5%	-4%	-3%	0.1%	?
CC(C)(C)c1ccc(C(=O)NCc2ccccc2)cc1	/	3%	-2%	13%	10%	7%	1.2%	i
CCOc1ccc(C(C)=O)cc1Cc1c(O)nc(N)[nH]c1=O	8%	2%	-6%	-1%	5%	5%	0.0%	-3%
O=C(N=Nc1c(O)[nH]c2ccccc12)c1ccccc1NS(=O)(=O)c1cccs1	4%	-1%	1%	-20%	-7%	7%	0.0%	-6%
Cc1cc(C)c2nc(SCC(=O)NC(=O)c3cccn3C)cc(C)c2c1	10%	0%	-11%	-38%	5%	-1%	-2.7%	-3%
COc1cccc(/C(C)=N/Nc2ncc(Cl)cc2Cl)c1	?	0%	13%	-1%	4%	4%	0.0%	-6%
Cc1cc(N2CCCCC2)nc2c(C)cccc12	-10%	2%	-4%	-7%	5%	?	2.9%[10.1 µM]	8%
C[C@@H]1CCC[C@H](C)N1Cc1nc(Cc2ccccc2Cl)no1	/	-5%	1%	-17%	10%	7%	-1.1%	-16%
OC(COc1ccc2c(c1)CCC2)CN1CCN(c2ccccc2F)CC1 (stereo not given)	-34%[inhibitor]	6%	21%	-22%[46.1 µM]	6%	0%	0.9%	10%
COC(=O)CC#N	-1%	/	-8%	/	4%	/	/	3%
COc1ccc2cc(-c3cc(C(=O)OCC(=O)Nc4c(C)n(C)n(-c5ccccc5)c4=O)c4ccccc4n3)ccc2c1	2µM*	-5%	3%	-6%	4%	?	0.0%	-7%
O=C(N/N=C\c1cc(Br)c(Br)o1)C1COc2ccccc2O1 (stereo not given)	/	/	/	16%	10%	-27%	2.1%	-9%
CCCCOc1ccccc1C1NC(=O)NC(C)=C1C(=O)OCCOCC (stereo not given)	-10%	7%	-11%[38.3 µM]	-20%[46.1 µM]	1%	-8%	0.0%	-12%
O=c1c2ccccc2nc(/C=C/c2ccccc2)n1CCc1ccccc1	-39%[inhibitor]	-2%	13%	37%	4%	-21%	-0.1%	-6%
COc1c(C(=O)Nc2ccc(Cc3ccncc3)cc2)ccc2ccccc12	-54%[inhibitor]	2%	11%	-7%	-15%	?	0.0%	-20%
COCc1c(C(=O)N/N=C/c2cccc3ccccc23)nnn1-c1nonc1N	5%	2%	-4%	0%	-9%	?	7.9%	-14%

Of the compounds above, 2 contain a tert-butyl group.
SMILES	SMN2 splice enh	Luc counter	IMPase Li inh	NPSR antagonist	GoLoco inh red	JMJD2E inh	Epigenetic derep	RECQ1 helicase
Cn1nc(C(C)(C)C)c([N+](=O)[O-])c1C(=O)NC(C)(C)C	-4%	1%	-1%	11%	2%	2%	0.0%	-2%
CC(C)(C)c1ccc(C(=O)NCc2ccccc2)cc1	/	3%	-2%	13%	10%	7%	1.2%	i

SMN2 splice enh: hit marks shown above.
molecule | SMN2 splice enh | IMPase Li inh | NPSR antagonist | GoLoco inh red | JMJD2E inh | Epigenetic derep | RECQ1 helicase
COc1ccc2cc(-c3cc(C(=O)OCC(=O)Nc4c(C)n(C)n(-c5ccccc5)c4=O)c4ccccc4n3)ccc2c1 | 2µM* | 3% | -6% | 4% | ? | 0.0% | -7%

4 compounds out of the list above, arranged by their value in RECQ1 helicase, lowest first:
| Structure | RECQ1 helicase |
| --- | --- |
| COc1c(C(=O)Nc2ccc(Cc3ccncc3)cc2)ccc2ccccc12 | -20% |
| Cc1cc(C)c2nc(SCC(=O)NC(=O)c3cccn3C)cc(C)c2c1 | -3% |
| CN(C)c1ccc(-n2cccc2/C=C2/SC(=Nc3ccc(F)cc3)NC2=O)cc1 | -1% |
| O=c1c2ccccc2n2c(-c3ccc(F)cc3)nnc2n1Cc1ccccc1 | 1% |
